# From PubChem
# TrxR1 substrate = rat thioredoxin reductase 1 substrate activity; O89049; purified TrxR1 substrate turnover, NADPH consumption readout; Potency, µM (doses to about 114 µM), inactives show at the top dose activity change, negative = substrate turnover; actives 0.01% (n = 390,000); note: potency is the fitted concentration of half-maximal effect; % is set by controls: 0 for no effect and ±100 for the full control effect; nearly all actives have a fitted effect of over 50% in size
#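 Rat TrxR1, dispensed at 90 nM, was prereduced with 400 uM NADPH (final) for 5 min at ~22 deg C, then incubated with compound 15 min before 400 uM selenite. A first-read NADPH fluorescence drop versus no-compound background flagged substrates.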
# Pin1 inh = inhibitors of human Pin1; actives 0.009% (n = 390,000); AID 504891; Pin1 FP peptide displacement, HiFluor488, 10 min; Potency, µM (highest dose often 115 µM), without a hit: at the highest dose activity, negative = inhibition, usual class: inhibitors; Q13526; active = well fitted inhibition curve with a large enough effect in the polarisation, with a control signal flat, not every such curve was filed as active; inconclusive = small, poorly fitted or top-dose-only effect, or effect the other way, or a change in a side signal; inactive = no such curve, though single readings can be large or run the other way; the % refers to the polarisation; note: potency is the fitted concentration of half-maximal effect; % is set by controls: 0 for no effect and ±100 for the full control effect
# Target sequence (Q13526 whole entry, looked up): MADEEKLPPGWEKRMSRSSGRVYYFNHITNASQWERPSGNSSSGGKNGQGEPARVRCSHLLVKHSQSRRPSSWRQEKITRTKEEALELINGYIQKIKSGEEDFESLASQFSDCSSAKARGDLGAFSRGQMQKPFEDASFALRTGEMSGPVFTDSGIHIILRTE
# D2 antagonist = D2 dopamine receptor (human) antagonism; HEK293 TREx D2 cells, calcium flux, dopamine EC80; actives 2% (n = 340,000); P14416; inhibition, % at 10 µM; in the data active = inhibition above about 30%; note: 0% is about no effect
# Target sequence (P14416 whole entry, looked up): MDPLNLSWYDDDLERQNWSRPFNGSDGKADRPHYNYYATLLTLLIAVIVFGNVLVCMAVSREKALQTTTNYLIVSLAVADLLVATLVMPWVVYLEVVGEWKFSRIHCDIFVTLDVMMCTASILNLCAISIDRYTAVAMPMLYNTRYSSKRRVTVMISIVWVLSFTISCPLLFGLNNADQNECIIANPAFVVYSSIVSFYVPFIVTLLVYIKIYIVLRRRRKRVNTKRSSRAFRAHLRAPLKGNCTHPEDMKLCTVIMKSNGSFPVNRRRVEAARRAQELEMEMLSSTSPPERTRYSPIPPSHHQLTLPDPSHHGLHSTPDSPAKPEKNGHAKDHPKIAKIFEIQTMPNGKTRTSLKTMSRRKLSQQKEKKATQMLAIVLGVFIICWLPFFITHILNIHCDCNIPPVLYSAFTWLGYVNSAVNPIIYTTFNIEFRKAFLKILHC
#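 Measurement of antagonist activity uses fluorescent calcium dye in inducible HEK293 T-REx D2 cells: 10 s baseline, compound addition with 180 s read, EC80 dopamine addition with a further 180 s read.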
# USP1-UAF1 inh = USP1/UAF1 (human) deubiquitinase inhibition; O94782; recombinant USP1/UAF1, Ub-Rhodamine cleavage fluorescence; AID 743255; actives 0.23% (n = 390,000); Potency, µM (highest dose often 57.1 µM), without a hit: top-dose activity change, negative = inhibition, hits mostly inhibitors; note: potency is the fitted concentration of half-maximal effect; % is set by controls: 0 for no effect and ±100 for the full control effect; nearly all actives have a fitted effect of over 60% in size; inactives centre near -12
#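 USP1/UAF1 complex (1 nM) preincubated 15 min at room temperature with compound, then Ub-Rho substrate (150 nM final) added. Kinetic fluorescence at 480/540 nm over 6 reads at 60 s intervals; 50 mM HEPES pH 7.8, 0.5 mM EDTA, 0.1 mg/ml BSA, 1 mM TCEP, 0.01% Tween-20.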
# mIDH1 inhibitor = blocks human mutant IDH1 R132H enzyme; actives 0.093% (n = 390,000); IDH1-R132H enzyme, NADPH consumption, diaphorase/resazurin fluorescence; Potency, µM (highest dose often 76.6 µM), for the others: at the top dose activity change, negative = inhibition, most hits filed as inhibitors; note: potency is the fitted concentration of half-maximal effect; % is set by controls: 0 for no effect and ±100 for the full control effect; nearly all actives have a fitted effect of over 65% in size
#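 IDH1-R132H (0.5 ug/mL dispensed) in pH 7.5 Tris buffer was preincubated 30 min with compound, then given a substrate mix of 0.016 mM NADPH and 2 mM alpha-KG for 80 min at room temperature; remaining NADPH was read by diaphorase/resazurin fluorescence.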
# TRHR agonist = activates the human TRH receptor | TRHR cells, calcium flux fluo-8, FDSS agonist mode | activation, % at 2 µM | actives 0.18% (n = 360,000); in the data active = activation above about 30%; note: 0% is about no effect
# Target sequence (P34981 whole entry, looked up): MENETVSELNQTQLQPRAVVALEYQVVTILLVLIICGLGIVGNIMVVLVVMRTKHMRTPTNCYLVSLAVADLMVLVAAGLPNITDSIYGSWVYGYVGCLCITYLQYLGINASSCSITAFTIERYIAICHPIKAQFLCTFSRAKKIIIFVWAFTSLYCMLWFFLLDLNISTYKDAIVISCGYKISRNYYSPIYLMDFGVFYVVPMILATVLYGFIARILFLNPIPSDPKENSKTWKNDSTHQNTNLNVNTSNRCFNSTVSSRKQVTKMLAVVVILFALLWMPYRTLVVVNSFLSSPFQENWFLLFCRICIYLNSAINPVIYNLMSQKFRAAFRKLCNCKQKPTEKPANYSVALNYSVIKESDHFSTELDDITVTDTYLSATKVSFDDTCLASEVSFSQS
#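 Agonist-mode FDSS calcium read (Ex 480/Em 530, 1 s cycles) in 1536-well TRHR cells with fluo-8 dye, after 10-cycle baseline and 23 nL compound addition; TRH at EC20 (10 nM final) added afterwards for the enhancer phase.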
# TrxR1 inh = rat TrxR1 inhibition; O89049; recombinant rTrxR1, NADPH fluorescence consumption, selenite substrate; Potency, µM (top dose mostly 114 µM), for the others: top-dose activity change, negative = inhibition, most hits filed as inhibitors; actives 1% (n = 390,000); AID 588453; note: potency is the fitted concentration of half-maximal effect; % is set by controls: 0 for no effect and ±100 for the full control effect; nearly all actives have a fitted effect of over 65% in size
#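 Rat TrxR1 (90 nM in the dispensed reagent) was pre-reduced with 400 uM NADPH for 5 min at room temperature, then incubated with compound for 15 min. After 400 uM selenite was added, NADPH fluorescence (Ex 340/Em 450 nm) was followed for 8 min.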
# TRHR enhancer = TRH receptor (human) allosteric enhancement; P34981; TRHR cells, fluo-8 calcium fluorescence, EC20 TRH enhancement; enhancement, % at 2 µM; actives 0.66% (n = 360,000); in the data active = enhancement above about 30%; note: 0% is about no effect
#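 TRHR-expressing cells loaded with fluo-8 calcium dye were read kinetically (ex 480/em 530) during compound addition, then stimulated with an EC20 of TRH (10 nM final). Enhancement of the Gq-mediated intracellular calcium response was scored.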
# D2 ag = D2 dopamine receptor (human) agonism; P14416; actives 0.53% (n = 340,000); AID 485358; activation, % at 2 µM; HEK293 T-REx D2 cells, calcium flux agonist mode;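 active = activation over 3 SD above normal in the single-dose calcium agonist read, cut at about 30% in these data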; note: 0% is about no effect
#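 In this primary screen, compounds producing a positive calcium signal within 180 s of addition to tetracycline-induced, force-coupled HEK293 Trex D2 cells are flagged; cells are dye-loaded with a no-wash calcium kit beforehand.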
# * hit, by the source's call; ? = inconclusive; . = no result given; & = joins results of further samples; [ ] = dose if it differs, or a comment. Unless noted, calls come from the whole dose curve; as a rule, active = well fitted inhibition curve with a large enough effect; inconclusive = small, poorly fitted or top-dose-only effect; inactive = no such curve, though single readings can be large or run the other way.
smiles	TrxR1 substrate	Pin1 inh	D2 antagonist	USP1-UAF1 inh	mIDH1 inhibitor	TRHR agonist	TrxR1 inh	TRHR enhancer	D2 ag
N#C/C(=C\c1c[nH]c2ccccc12)C(N)=O	2%[2.29 µM]	1%	-17	-24%	-2%	-1.2	4%[2.29 µM]	6	-0.8
COc1ccc(S(N)(=O)=O)cc1C(=O)NCC(C)(C)N1CCCCC1	5%[57.1 µM]	0%	5	-6%	-3%	-0.4	18%[0.0914 µM]	0	0.3
Cc1ccc(C2C(C#N)=C(N)Oc3c2c(=O)n(C)c(=O)n3C)cc1 (stereo unspecified)	-1%	5%	6	4%	-1%	0.2	-20%	7	-0.5
Cc1ccc2c(c1)cc(C(=O)N[C@@H](Cc1ccccc1)C(=O)O)n2C	20%	-8%	7	-20%	3%	1.0	-8%	11	-0.7
CC(=O)NCCNc1nc2c(-c3ccc(C)cc3)nnn2c2ccccc12	0%	-5%	.	?	14%	0.3	3%	1	0.0
CCCc1ccc(C(=O)CCC(=O)O)cc1	-2%	-4%	-4	-20%	0%	-0.2	8%	1	0.5
O=C1c2ccccc2C(=O)C12Cc1ccccc1N1CCN(c3ccccc3)CC12 (stereo unspecified)	-2%	2%	-4	-8%	1%	1.6	3%	-9	-1.0
CCn1cc(C(=O)NCc2ccc(Cl)cc2)c(=O)c2cc(S(=O)(=O)N3CCc4ccccc4C3)ccc21	0%	-4%	.	-29%	-2%	0.5	29%	2	-0.5
O=C(Nc1ccc2nccnc2c1)c1ccco1	121%[activator]	1%	-9	-18%	14%	-0.5	-9%	-7	-0.2
Cc1cc(C(=O)OCC(=O)N2CCCCCC2)ccc1[N+](=O)[O-]	3%	-8%	-8	-24%	14%	0.5	9%	14	-0.6
CCOc1ccc(-n2c(N)c(-c3nc4ccccc4n3C)c3nc4ccccc4nc32)cc1	10%[57.1 µM]	-3%	-1	-10%	1%	4.9	17%[57.1 µM]	-6	4.9
Cn1cnc2nc(Cl)nc(Cl)c21	8%	-8%	.	-12%	-1%	.	?	.	.
O=C(NCCCn1ccnc1)c1nn2c(C(F)(F)F)cc(-c3ccccc3)nc2c1Cl	-4%[57.1 µM]	5%	4	-7%	0%	0.4	-5%[57.1 µM]	10	-1.3
CCN1CCN(C(c2cccs2)C(C)NC(=O)CC(C)C)CC1 (stereo unspecified)	11%	-2%	6	-11%	7%	1.0	20%	2	1.1
COc1ccc2c(c1OC)C(=O)N1c3ccccc3N=C(c3ccc([N+](=O)[O-])cc3)CC21 (stereo unspecified)	-9%	0%	0	-10%	1%	-0.9	?	-6	-0.5
CCCCN1Cc2cc(C(=O)c3cc(F)ccc3O)cnc2NC1=O	3%[57.1 µM]	-3%	.	-3%	3%	-2.5	4%[57.1 µM]	-3	.
COc1ccc(-n2c(SC(C)C(=O)Nc3ccc(NC(C)=O)cc3)nc3ccccc3c2=O)cc1OC (stereo unspecified)	6%[57.1 µM]	1%	7	-7%	7%	-0.2	11%[57.1 µM]	-4	-0.4
CC(=O)Nc1c(F)cc(Br)cc1F	4%[57.1 µM]	0%	7	-14%	11%	-0.1	18%	-2	0.0
Cc1ccccc1C(=O)N1CCN(CCc2ccccn2)CC1	7%	-3%	.	-12%	-2%	0.2	12%	15	1.1
Cn1c(C=O)c(C#CC(C)(C)O)c2ccccc21	9%[57.1 µM]	0%	-7	-23%	-20%	-0.5	?	8	-0.2
Cc1cc(=O)oc(C)c1C(=O)N[C@@H]1CCCCNC1=O	-10%	-2%	.	-12%	10%	0.1	-16%	5	.
CCOC(=O)C1CCCN(C(=O)c2cc3c(=O)n4ccccc4nc3s2)C1 (stereo unspecified)	473%[activator]	5%	2	-20%	4%	0.5	-27%	6	1.2
CCCCn1c(=O)n(CC(=O)Nc2ccc(C)c(Cl)c2)c(=O)c2c1ncn2Cc1ccco1	-5%	?	-1	-13%	6%	1.1	?	8	0.1
COc1cc(OC)cc(C(=O)Nc2nnc(NC(=S)Nc3ccccc3)s2)c1	-13%	144%[activator]	-2	2%	-1%	0.6	?	36*	5.6
COc1ccc(C2=NS(=O)(=O)N(C)C(C(=O)NC(C)c3ccccc3)=C2)cc1OC (stereo unspecified)	-4%[57.1 µM]	11%&19%	3	-2%&-19%	-6%&-1%	-0.4&0.6	1%[57.1 µM]	3&1	0.9&-0.2
CC(C)(C)[C@H]1COC(=O)CC/C=C\C[C@@H](CC(=O)N(CCO)Cc2ccccc2)C(=O)N1	-1%	-2%	.	-10%	8%	.	13%	.	.
CCN(CCO)c1nc(NCc2ccccc2)c2cnn(C)c2n1	3%	-5%	-3	-10%	3%	0.1	4%	-2	0.2
COc1ccc(NC(=O)CSc2nc(-c3cccs3)cc(C(F)(F)F)n2)cc1Cl	2%	1%	.	-25%	0%	0.8	4%	6	-0.1
CCc1ccc(Nc2cnn(C34CC5CC(CC(CC(=O)O)(C5)C3)C4)c(=O)c2Cl)cc1	-6%[57.1 µM]	3%	3	-3%	-2%	0.6	-1%[57.1 µM]	2	0.0
COC(=O)c1ccc(NC(=O)C(C)N2Cc3ccccc3C2=O)cc1 (stereo unspecified)	-3%	-2%	.	-13%	-10%	0.1	13%	2	-0.8
Cc1ccc(OCC(=O)N2N=C(c3cccnc3)CC2(O)C(F)(F)F)cc1C (stereo unspecified)	-8%	6%	1	-4%	1%	0.9	-27%	-8	0.6
O=C(CCc1nc(-c2ccc(Cl)cc2)no1)NCC1CCCO1 (stereo unspecified)	-5%	2%	5	-8%	-9%	-1.3	-8%	1	-0.9
COc1c2c(c(CCC(=O)O)c3c1C=CC(C)(C)O3)OC(C)(C)C=C2	-5%	-3%	.	-12%	-13%	.	1%	.	.
Cc1ccc(C)c(CN2C(=O)C3(OCCCO3)c3ccccc32)c1	-5%	1%	.	-13%	10%	-0.3	2%	2	.
COc1ccc(S(=O)(=O)N2CCOC2CNC(=O)C(=O)NCc2ccccc2Cl)cc1 (stereo unspecified)	-9%	5%	-1	-13%	5%	-0.3	-7%	-1	-0.1
Cc1ccc(N2C(=O)C3CCC(C)(C2=O)C3(C)C)cc1 (stereo unspecified)	4%[57.1 µM]	-7%	-1	-4%	6%	0.3	-3%[57.1 µM]	3	0.5
CC(C)Cn1cc(F)c(=O)n(CC(C)C)c1=O	14%	-2%	1	-9%	2%	0.2	26%[57.1 µM]	0	-0.1
CCOC(=O)c1ccc(N2C(=O)c3[nH]nc(-c4ccc(OCC)cc4)c3C2c2ccc(OC)cc2OC)cc1 (stereo unspecified)	-11%	-2%	.	-6%	10%	-1.6	3%	18	-0.6
O=C(O)CC/C(=N\NC(=O)c1ccc(F)cc1)c1ccc(Br)cc1	0%[57.1 µM]	-5%	17	-9%	12%	1.0	9%[57.1 µM]	15	0.6
Cc1ccc(C)c(C(=O)CCC(=O)NNC(=O)Cn2nc(C)cc2C)c1	-6%[57.1 µM]	-3%	1	-7%	-7%	0.3	-9%[57.1 µM]	4	-0.1
COc1cccc(/C=N/NC(=O)CC2C(=O)NN=C2C)c1O (stereo unspecified)	15%	0%	2	-3%	8%	1.1	22%[0.457 µM]	5	-0.8
Cc1c(Cl)cccc1NC(=S)N1CCc2ccccc2C1	0%	9%	-12	-2%	-12%	0.8	3%	-2	0.1
COc1cccc(C(=O)NNC(=O)C2CC(C)=C(C)CC2C(=O)O)c1 (stereo unspecified)	6%[57.1 µM]	-1%	5	-12%	-8%	0.0	18%[57.1 µM]	11	-0.3
C#CCOCCOCCOCCNc1nc(N2CCN(C(=O)[C@H](CCCCN)n3cc(CCC(=O)O)nn3)CC2)nc(N2CCN(C(=O)[C@H](Cc3ccc(O)cc3)n3cc(CCO)nn3)CC2)n1	3%	-4%	.	-14%	2%[38.3 µM]	.	21%	.	.
CCc1c(C)sc(NC(=O)Cc2ccccc2C)c1C(=O)N1CCOCC1	-2%	-16%	2	-5%	2%	-0.2	5%	1	0.2
Cc1ccc(S(=O)(=O)NCCc2ccncc2)cc1	3%	-3%	4	-14%	1%	-0.8	0%	16	0.7
COc1ccc(C(=O)N=C2SC3CS(=O)(=O)CC3N2c2ccc(C(C)=O)cc2)cc1 (stereo unspecified)	-14%	41%[activator]	4	-10%	14%	0.6	-10%	-2	-0.3
COc1cccc(CNc2ccc(F)c(Cl)c2)c1OC	6%	-1%	1	-20%	-12%	-0.9	20%	-8	-1.0
COc1cc(/C=C/C(=O)OCC(=O)N2CCCCCC2)ccc1OCC#N	11%[57.1 µM]	-7%	-1	-14%	2%	0.3	21%[57.1 µM]	-3	0.1
O=C(NCC(=O)N1CCCC(C(F)(F)F)C1)c1cccs1 (stereo unspecified)	5%[57.1 µM]	-2%	.	-8%	8%	.	3%[57.1 µM]	.	.
Nc1ccc(-c2nc3ccc([N+](=O)[O-])cc3[nH]2)cc1	-2%[57.1 µM]	1%	-4	-1%	7%	-0.4	-11%[57.1 µM]	-3	-0.3
COc1ccc(S(=O)(=O)N2CCN(C3CCN(Cc4ccccc4)CC3)CC2)cc1	11%[57.1 µM]	-4%	-17	-1%	7%	-0.2	11%[57.1 µM]	5	0.0
CCCNC(=O)c1onc(CS(=O)(=O)c2cc(C)cc(C)c2)c1C(=O)NCCC	-5%[57.1 µM]	-1%	.	1%	-9%	.	-11%[57.1 µM]	.	.

# Copied from the list:
# Result of `COc1ccc(S(=O)(=O)N2CCN(C3CCN(Cc4ccccc4)CC3)CC2)cc1` under USP1-UAF1 inh: -1%
# Result of `O=C(NCC(=O)N1CCCC(C(F)(F)F)C1)c1cccs1` (stereo unspecified) under USP1-UAF1 inh: -8%

# The list is partial; the hit share may differ from the screen's.
